# Tb PGK inh = T. brucei PGK inhibition | hit rate 0.043% among 380,000 | PGK/GAPDH coupled, Kinase-Glo luminescence, 60 min | Potency, µM (series often up to 57.5 µM), for inactives: at the highest dose activity change, negative = inhibition, actives largely listed as inhibitors | AID 602233; also: potency is read from the fitted curve at half-maximal effect; % is scaled to controls: 0 for no effect and ±100 for the full control effect; nearly all actives have a fitted effect of over 60% in size
#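 Luminescent ATP detection (Kinase-Glo Plus) follows a 60-minute room-temperature incubation, with wells lacking PGK as controls. Buffer: 100 mM TEA (pH 7.6), 5 mM MgCl2, 0.01% Tween-20. Coupling enzyme GAPDH (100 nM final) supplies unstable 1,3-BPG in-well.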
# Pol kappa inh = inhibitors of human DNA polymerase kappa; Potency, µM (doses to about 107 µM), for inactives: at the highest dose activity, negative = inhibition, most hits filed as inhibitors; hit rate 0.53% among 400,000; purified Pol kappa, fluorescent DNA synthesis assay, 10 min; Q9UBT6; also: potency is read from the fitted curve at half-maximal effect; % is scaled to controls: 0 for no effect and ±100 for the full control effect
#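 Here, compound and 10 nM enzyme are combined for 15 min at room temperature; adding 50 nM substrate (final) starts DNA synthesis, tracked by fluorescence at 0 and 10 min against buffer-only wells.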
# APEX1 inh = blocks human APE1 abasic DNA cleavage | recombinant APE1, TAMRA/BHQ-2 abasic DNA cleavage fluorescence | hit rate 0.35% among 350,000 | Potency, µM (series often up to 65.8 µM), for the others: at the top dose activity change, negative = inhibition, usual class: inhibitors | P27695 | AID 2517;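 also: potency is read from the fitted curve at half-maximal effect; plate controls were vehicle for no effect and reference inhibitor for full effect; nearly all actives have a fitted effect of over 55% in size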
# Target sequence (P27695 whole entry, looked up): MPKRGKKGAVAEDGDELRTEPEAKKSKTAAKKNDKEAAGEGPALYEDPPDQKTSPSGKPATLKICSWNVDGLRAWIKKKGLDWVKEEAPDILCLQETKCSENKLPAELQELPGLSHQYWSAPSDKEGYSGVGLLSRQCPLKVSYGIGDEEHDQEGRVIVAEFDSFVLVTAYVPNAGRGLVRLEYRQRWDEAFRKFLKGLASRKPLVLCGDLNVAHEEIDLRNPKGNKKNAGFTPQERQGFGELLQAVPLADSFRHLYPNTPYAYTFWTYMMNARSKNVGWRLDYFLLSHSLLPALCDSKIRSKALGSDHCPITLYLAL
#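 Readout is kinetic fluorescence (ex 525, em 598 nm) from cleavage of 50 nM TAMRA/BHQ-2 THF abasic duplex by 0.75 nM APE1, compound added 15 min beforehand at RT.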
# Pol iota inh = DNA polymerase iota (human) inhibition | AID 588590 | Q9UNA4 | hit rate 1% among 390,000 | Potency, µM (series often up to 115 µM), without a hit: top-dose activity, negative = inhibition, actives largely listed as inhibitors | Pol iota fluorescent replication assay, 10 min; also: potency is read from the fitted curve at half-maximal effect
#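 Pol iota at 10 nM preincubated 15 min with compounds at room temperature; reaction started with fluorescent substrate, 50 nM final. Fluorescence read kinetically at 0 and 10 min; buffer-only wells as negative control.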
# RXFP1 antag = RXFP1 (human) relaxin receptor antagonism; activity change, negative = inhibition, % at 57.5 µM; HEK293-RXFP1, relaxin-stimulated cAMP HTRF, 30 min; stronger effect = lower value; hit rate 0.59% among 350,000; AID 1259400;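 active = activity change of -60% or lower, but not beyond a set lower limit; inconclusive = change between -60% and -40%, or beyond the set limit; inactive = change above -40%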; also: % is scaled to controls: 0 for no effect and ±100 for the full control effect
# Target sequence (Q9HBX9 whole entry, looked up): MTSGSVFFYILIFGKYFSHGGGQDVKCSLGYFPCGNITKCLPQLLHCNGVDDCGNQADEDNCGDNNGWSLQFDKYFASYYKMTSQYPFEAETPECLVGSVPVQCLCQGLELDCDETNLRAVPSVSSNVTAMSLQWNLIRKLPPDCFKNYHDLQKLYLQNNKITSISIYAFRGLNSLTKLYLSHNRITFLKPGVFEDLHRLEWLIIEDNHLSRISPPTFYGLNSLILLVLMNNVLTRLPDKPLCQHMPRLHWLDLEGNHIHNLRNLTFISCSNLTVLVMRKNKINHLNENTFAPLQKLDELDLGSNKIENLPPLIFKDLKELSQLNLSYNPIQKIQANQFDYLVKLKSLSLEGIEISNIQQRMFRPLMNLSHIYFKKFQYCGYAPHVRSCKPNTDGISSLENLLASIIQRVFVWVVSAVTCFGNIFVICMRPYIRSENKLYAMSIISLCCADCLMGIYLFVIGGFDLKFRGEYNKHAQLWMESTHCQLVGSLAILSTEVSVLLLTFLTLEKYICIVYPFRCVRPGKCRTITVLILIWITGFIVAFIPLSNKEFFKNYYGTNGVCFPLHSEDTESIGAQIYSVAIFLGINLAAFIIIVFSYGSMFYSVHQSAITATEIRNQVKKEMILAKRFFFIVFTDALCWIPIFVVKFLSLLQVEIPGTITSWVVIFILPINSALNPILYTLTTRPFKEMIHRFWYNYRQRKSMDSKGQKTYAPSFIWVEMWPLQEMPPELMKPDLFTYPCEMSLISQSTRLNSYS
# Pol beta inh = DNA polymerase beta (human) inhibition; P06746; Pol beta primer extension/strand displacement, fluorescence kinetic; Potency, µM (top dose mostly 114 µM), inactives show at the top dose activity change, negative = inhibition, actives largely listed as inhibitors; hit rate 1.3% among 340,000; AID 485314; also: potency is read from the fitted curve at half-maximal effect; % is scaled to controls: 0 for no effect and ±100 for the full control effect
#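 Preincubation: enzyme (10 nM) with compound, 15 min, RT. Reaction: substrate added to 50 nM final. Reads: 0 and 10 min. Analysis: normalized, Hill fit.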
# BLM helicase inh = Bloom syndrome helicase (human) inhibition. P54132. recombinant BLM DNA unwinding, fluorescence dequenching. Potency, µM (titrated, usually from 56.1 µM), for inactives: at the top dose activity change, negative = inhibition, usual class: inhibitors. hit rate 0.2% among 350,000. AID 2528;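 also: potency is read from the fitted curve at half-maximal effect; plate controls were vehicle for no effect and no enzyme for full effect; nearly all actives have a fitted effect of over 35% in size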
# Apoferritin bind = candidate novel general anesthetic via apoferritin binding; P02791; apoferritin/1-aminoanthracene competitive binding, fluorescence; Potency, µM (top dose mostly 77.5 µM), for inactives: at the highest dose activity change, negative = displacement, hits mostly inhibitors; hit rate 0.074% among 350,000; AID 485281; also: potency is read from the fitted curve at half-maximal effect; % is scaled to controls: 0 for no effect and ±100 for the full control effect; nearly all actives have a fitted effect of over 20% in size
#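 Horse-spleen apoferritin (10 uM) was mixed with 50% saturated 1-aminoanthracene in PBS, exposed to compounds for 10 min at room temperature, and read for fluorescence (ex 380 nm, em 535 nm). Competitive displacement was fitted with a four-parameter Hill equation.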
# Pol eta inh = DNA polymerase eta (human) inhibition; Q9Y253; recombinant Pol eta, fluorescent DNA replication assay; Potency, µM (series often up to 114 µM), inactives show at the top dose activity change, negative = inhibition, most hits filed as inhibitors; hit rate 1.2% among 390,000; also: potency is read from the fitted curve at half-maximal effect; % is scaled to controls: 0 for no effect and ±100 for the full control effect
#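 Fluorescent replication assay: 50 nM final substrate added after a 15 min room-temperature compound preincubation with 10 nM enzyme. Signal taken at 0 min and again at 10 min.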
# Active calls of the source: *; i = inactive; ? = inconclusive; . = no result given; [ ] = remark or other dose. Unless noted, calls follow the shape of the dose curve; as a rule, active = well fitted curve in the direction sought with a large enough effect; inconclusive = small, poorly fitted or top-dose-only effect, or another doubt; inactive = no such curve, though single readings can be large; an effect the other way counts as inactive or inconclusive. The list is partial; rates above refer to the full screens.
entry	canonical_smiles	Tb PGK inh	Pol kappa inh	APEX1 inh	Pol iota inh	RXFP1 antag	Pol beta inh	BLM helicase inh	Apoferritin bind	Pol eta inh
1	O=C(O)CCC(=O)Nc1cc(C(F)(F)F)cc(C(F)(F)F)c1	-1%	2%	14%	6%	-1	0%	-8%	4%	-8%
2	Cc1c(Cl)cccc1NC(=S)NCCc1ccccn1	-1%	2%	-2%	53%[activator]	6	-1%	0%	-8%	-20%
3	Cc1ccc(CNC(=O)NC23CC4CC(CC(C4)C2)C3)cc1	-3%	-11%	15%	82%[activator]	-9	50%	1%	-2%	-8%
4	COc1ccccc1NC(=O)CN(c1ccccc1F)S(C)(=O)=O	-1%	2%	-3%	11%	-6	3%	-2%	-4%	16%
5	O=C(NNC(=O)c1cc(Br)ccc1O)c1csc(N2CCOCC2)n1	-2%	-3%	-4%	65%[activator]	-6	.	.	.	-19%
6	CCN(C(=O)CCCC(=O)N(CC)c1ccccc1)c1ccccc1	-6%	-16%	2%	14%	-4	16%	-8%	-8%	-16%
7	CC(NC(=O)[C@H](NC(=O)[C@@H]1Cc2ccccc2CN1)c1ccccc1)c1ccccc1 (stereo not given in full)	7%	-5%	16%	4%	.	1%	3%	-12%	-14%
8	C/C(=C\c1cccc(Cl)c1)C(=O)c1c(C)cc(C)[nH]c1=O	-5%	0%	2%	14%	3	3%	-3%	-4%	-18%
9	COc1ccc(-n2c(=S)[nH]c3cc(C(=O)NCc4ccccc4OC)ccc3c2=O)c(OC)c1	5%	-8%	-10%	21%	-15	10%	-6%	-14%	-25%
10	CCOC(=O)c1oc2ccccc2c1COC(=O)CNC(=O)c1ccccc1	-5%	-21%	9%	-5%	-17	-22%	-9%	-16%	-4%
11	CN(CC(=O)N1CCN(Cc2ccccc2)CC1)C(=O)Cc1cccc2ccccc12	i	-2%	-4%	13%	0	.	.	.	-15%
12	COc1ccc(NC(=O)C(C)SCc2ccccc2)cc1OC (stereo not given)	13%	-17%	16%	-3%	.	58%	-2%	-1%	-7%
13	O=C(O)c1ccc(S(=O)(=O)N(Cc2ccccc2)Cc2ccccc2)cc1	-9%	-7%	7%	-10%	-8	8%	-1%	-2%	3%
14	CCOc1ccccc1C(=O)NCC(=O)OCC(=O)c1c(N)n(C)c(=O)n(C)c1=O	0%	-10%	16%	7%	4	.	.	.	-8%
15	O=C(O)CCN1C(=O)/C(=C2\C(=O)N(Cc3ccccc3Cl)c3ccccc32)SC1=S	.	.	7.5µM*	.	.	?	-21%	-7%	.
16	COc1cccc(NC(=O)c2ccc(NC(=O)C(C)C)cc2)c1	-10%	-5%	-4%	67%[activator]	-15	-2%	-3%	-3%	-20%
17	COc1ccc2ccccc2c1C(O)c1nccn1C (stereo not given)	-8%	-26%	2%	25µM*	23	-14%	-1%	-16%	-9%
18	Cc1cccn2c(=O)c3cc(S(=O)(=O)c4ccccc4)c(=N)n(Cc4cccnc4)c3nc12	-4%	2%	-17%	90%[activator]	10	17%	-1%	4%	-7%
19	COc1cc(C2C3=C(CC(C)(C)CC3=O)N(C)C3=C2C(=O)CC(C)(C)C3)cc(Br)c1O	-5%	6%	15%	-16%	-2	29%	-2%	-17%	-3%
20	Cc1nc(SCC(=O)Nc2ccc(Cl)cc2C(F)(F)F)[nH]c(=O)c1Cc1ccccc1	i	1%	.	14%	.	10%	-1%	0%	-9%
21	Cc1ccccc1NC(=O)c1cccc(C(=O)Nc2ccccc2C)c1	-6%	3%	.	44%[activator]	-8	.	.	.	-8%
22	O=C(Cn1cc(Cl)c([N+](=O)[O-])n1)NCCC1=CCCCC1	-4%	-11%	62%[activator]	-10%	-12	7%	-4%	-2%	-14%
23	C=C(C)C(=O)N1CC2(CC(c3cccc(NC(=O)CC)c3)=NO2)C[C@H]1C(N)=O (stereo not given in full)	-2%	-3%	-1%	0%	.	4%	0%	-2%	-10%
24	CN(C)c1nc(-c2cn(CCC#N)c3ccccc23)cs1	6%	-15%	14%	120%[activator]	-82*	12%	-5%	-17%	-19%
25	O=C(/C=C/C(=O)Oc1ccccc1C(=O)O)Oc1ccccc1C(=O)O	.	-4%[60.1 µM]	4%	.	.	.	6%	2%	.
26	CCC(C)Nc1nc2c(C)cccn2c(=O)c1C=Nc1ccc(OC)cc1 (stereo not given)	-7%	12%	1%	4%	-10	2%	1%	-14%	-7%
27	Cc1ccc(N2CCN(C(=O)c3ccccc3NC(=O)/C=C\C(=O)O)CC2)cc1	-2%	-3%	-1%	9%	-5	17%	0%	-10%	-19%
28	Cc1ccc(-n2c(=O)c3oc4ccccc4c3n(Cc3ccccc3)c2=O)cc1C	-3%	-6%	.	10%	-12	-28%	3%	-6%	7%
29	Cc1cc(Cl)ccc1OCC(=O)OCC(=O)NC1CCCC1	-6%	0%	-2%	16%	11	.	.	.	-14%
30	CC(=O)Nc1cccc(NC(=O)c2cc3ccccc3o2)c1	-9%	-4%	1%	-7%	-12	14%	0%	-11%	-1%
31	O=C(CSc1nncc2ccccc12)N1CCCCC1	-2%	-4%	-4%	6%	-1	0%	0%	-12%	-5%
32	CCCC(C(=O)N1CCOCC1)N1C(=O)C2C3C=CC(C3)C2C1=O (stereo not given)	.	-7%	?	11%	-1	13%	1%	-7%	-2%
33	CCOCCCNC(=O)/C(C#N)=C/c1ccc([N+](=O)[O-])o1	-3%	-10%	-8%	111%[activator]	-7	3%	-5%	-1%	-21%
34	O=C(Nc1cccc(F)c1)OC(CN1CCCCC1)C(F)(F)F (stereo not given)	6%	-8%	?	11%	-10	4%	-6%	-20%	-18%
35	CN(C)C(=O)/C=C\c1cn(-c2ccccc2)nc1-c1ccc2c(c1)OCCO2	8%	-14%	-8%	24%	-2	5%	-9%	-15%	-14%
36	O=C(CN1CCCC1)Nc1c(C(=O)C2CC2)oc2ccccc12	1%	-6%	3%	259%[activator]	-20	-25%	2%	-15%	-12%
37	O=C(CSc1nc2[nH]ncc2c(=O)[nH]1)NCc1ccccc1	i	11%	-3%	14%	.	12%	0%	-7%	-10%
38	CC(=NCCN1CCN(C(C)=C2C(=O)c3ccccc3C2=O)CC1)C1=C(O)CC(C)(C)CC1=O	-5%	-19%	-3%	32%[activator]	.	93%	-4%	-2%	-6%
39	Cc1cc(/C=C2\SC(=S)NC2=O)cc(C)c1O	-15%	-4%	1%	?	8	?	-8%	-13%	-5%
40	Cc1cc(NC(=O)NC2CCCN2S(=O)(=O)c2ccc(Cl)cc2)no1 (stereo not given)	-1%	-4%	3%	6%	-13	7%	-2%	-8%	1%
41	Cc1cccc(Nc2nc3c(S(=O)(=O)c4ccc(Br)cc4)nnn3c3ccsc23)c1C	-1%	-1%	.	-7%	-10	61%	-8%	-10%	2%
42	Cc1cc(C)c(NC(=O)CNC(=O)CNC(=O)C2CCCCC2)c(C)c1	-3%	-16%	15%	12%	19	.	.	.	6%
43	CC(=O)N1N=C(c2ccccc2)CC1c1cccs1 (stereo not given)	-5%	11%	-3%	-3%	-19	30%	0%	4%	-14%
44	CN(Cc1cnc2nc(N)nc(N)c2n1)c1ccc(C(=O)NC(CCC(=O)O)C(=O)O)c2ccccc12 (stereo not given)	-8%	-21%	.	44%[activator]	-3	.	.	.	16%
45	CCCN(CC(=O)Nc1ccccc1C)C(=O)C1CCCN(C(=O)c2ccc(Cl)cc2)C1 (stereo not given)	-2%	1%	-12%	23%	1	.	.	.	-18%
46	COc1ccc(CNC(=O)c2cc(Nc3ccc(C)cc3C)nc3ccccc23)cc1	0%	-9%	.	-16%	-9	13%	-2%	205%[activator]	-9%
47	COC(=O)c1ccccc1NC(=O)CN1C(=O)COc2ccc(Cl)cc21	-5%	-38%	.	?	-3	21%	-5%	-5%	-17%
48	COc1ccc(-c2noc(CN3C(=O)c4ccccc4C3=O)n2)cc1	-5%	-11%	-1%	20%	4	0%	-2%	-8%	-12%
49	O=C(COC(=O)c1ccc(F)cc1)Nc1nc2ccc([N+](=O)[O-])cc2s1	-3%	-2%	-4%	13%	-17	-1%	1%	-10%	-10%
50	Cc1cc(NC(=O)CCN2C(=O)/C(=C/c3ccccc3F)SC2=S)no1	.	.	2%	.	.	37%	1%	-4%	.
51	Cc1noc2ncnc(SCc3ccc(C(F)(F)F)cc3)c12	i	-6%	-7%	-16%[58.9 µM]	-15	-1%	-11%	-7%	-12%
52	c1ccc(Oc2cccc(CN3CCCCC3)c2)cc1	-4%	-20%	18%	9%	-14	19%	1%	-3%	10%
53	COc1ccc(N2CC(C(=O)Nc3ccc4c(c3)OCCO4)CC2=O)cc1 (stereo not given)	4%	5%	4%	33%[activator]	-10	82%	-1%	-5%	-5%
54	O=C(O)c1ccc(Nc2cnc3ccccc3n2)cc1	-13%	4%[60.1 µM]	-9%	-3%	-9	-1%	0%	-1%	-12%
55	O=C(Cc1ccccc1[N+](=O)[O-])NCC(O)c1ccc2c(c1)OCO2 (stereo not given)	8%	-9%	.	5%	-2	.	.	.	-5%
56	COc1cc2c(cc1OC)C(c1ccccc1)N(C(=O)c1ccccc1)CC2 (stereo not given)	i	-3%	18%	20%	2	4%	-14%	-16%	-4%

# The list continues:
entry	canonical_smiles	Tb PGK inh	Pol kappa inh	APEX1 inh	Pol iota inh	RXFP1 antag	Pol beta inh	BLM helicase inh	Apoferritin bind	Pol eta inh
57	O=C(Nc1ccc2c(c1)OCO2)c1cc(-c2ccccc2Cl)on1	-8%	-13%	-7%	42%[activator]	-18	2%	-2%	-10%	-18%
58	CC1CCCN(C(=O)COc2ccc(-c3ccccc3)cc2)C1 (stereo not given)	3%	-12%	-1%	-3%	-11	-2%	-6%	?	-5%
59	Cc1ccc(-n2nc(C)c3onc(C)c3c2=O)cc1	-3%	-1%	1%	5%	-3	24%	-3%	-8%	-5%
60	CCOC(=O)c1cnc2ccc(Br)cc2c1NCCO	-4%	-1%	3%	-7%	-24	1%	2%	-5%	2%
